Efa HMGR inh – inhibitors of class II HMG-CoA reductase from Enterococcus faecalis. inhibition, % at 10 µM. purified E. faecalis HMGR, NADPH absorbance 340 nm kinetic. hit rate 0.41% among 190,000;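 active means inhibition above a set limit, the median over all tested compounds plus 3 SD, cut at about 9.5% in these data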;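 further: enzyme runs in reverse so mevalonate oxidation gives rising NADPH absorbance; 0% = complete reaction with DMSO and 100% = background rate lacking mevalonate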
Redox H2O2 prof – compounds producing H2O2 with reducing agent – biochemical, NIH compound library profiling, artefact control for MLSCN library redox annotation, primary screen | DTT-dependent redox cycling H2O2, phenol red/HRP absorbance; 100% = 100 µM peroxide control, 0% = buffer | activation, % at 10 µM | hit rate 0.03% among 200,000 | AID 878;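 active means activation of at least 50% relative to the plate's high and low controls in the primary single-dose screen; inactive means activation below 50%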;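 further: compound incubated with DTT at 0.8 mM final as the reducing agent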
NF-kB expr up – NF-kB expression increase, human neuronal cells; NF-kB reporter expression; active compounds read high; fold change at 12.5 µM; hit rate 1.6% among 190,000; in the data active means fold change above about 3.3
Hsp70 activator – transcriptional activators of Hsp70; activation, % at 10 µM; hit rate 0.04% among 200,000; HeLa Hsp70 promoter luciferase reporter, luminescence; scaled: vehicle 0, proteasome-inhibitor control 100%; AID 1203;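 active means activation above the mean across all tested compounds plus 3 SD, cutoff set per campaign, cut at about 5.5% in these data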;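 further: 100% = MG132 at 30 µM as the positive control and 0% = DMSO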
FLuc inh counter – counter-screen for luciferase assay inhibitors: firefly luciferase inhibition; P08659; ATPLite firefly luciferase biochemical luminescence, 10 min; inhibition, % at 10 µM; hit rate 1.5% among 200,000; AID 1006;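 active means inhibition above about 50% when tested at 10 µM, limit read from the data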
Target sequence (P08659 whole entry, looked up): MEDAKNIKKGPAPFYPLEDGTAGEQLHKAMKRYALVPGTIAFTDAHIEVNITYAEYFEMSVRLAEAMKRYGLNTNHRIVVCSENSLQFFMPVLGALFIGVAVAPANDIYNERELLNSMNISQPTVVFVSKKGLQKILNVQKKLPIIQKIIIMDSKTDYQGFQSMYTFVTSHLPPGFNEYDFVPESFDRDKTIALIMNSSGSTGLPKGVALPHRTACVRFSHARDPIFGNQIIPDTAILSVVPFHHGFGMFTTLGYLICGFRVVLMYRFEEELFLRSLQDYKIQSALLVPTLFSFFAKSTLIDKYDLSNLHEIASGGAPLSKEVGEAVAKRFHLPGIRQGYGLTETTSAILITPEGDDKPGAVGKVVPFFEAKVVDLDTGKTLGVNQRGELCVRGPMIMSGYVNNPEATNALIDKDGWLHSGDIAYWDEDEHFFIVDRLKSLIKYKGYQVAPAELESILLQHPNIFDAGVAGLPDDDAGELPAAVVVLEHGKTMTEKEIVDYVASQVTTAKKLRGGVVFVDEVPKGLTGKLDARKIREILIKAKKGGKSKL
STAT1 activator – increases IFN-gamma driven STAT1 reporter signal. NIH 3T3 STAT1-luciferase reporter, luminescence; 100% = IFN-gamma alone, no compound. activation (% of control), % at 5.5 µM. hit rate 2.6% among 200,000;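 active means activation above the screen-wide mean activation plus 3 SD, cut at about 130% in these data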;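 further: raw ratio to IFN-gamma control signal so 100% means no change and 0% no light; values of inactives mirror those of a sister screen read the other way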
APP 5UTR inh – APP translation inhibition; SH-SY5Y APP 5'UTR-luciferase reporter, luminescence; inhibition, % at 2 µM; hit rate 0.82% among 190,000;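 active means inhibition above a set limit, derived from the sample mean plus 3 SD, cut at about 45% in these data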; further: values of inactives mirror those of a sister screen read the other way
G6PDH CS – counter-screen for G6PDH assay hits: L. mesenteroides G6PDH inhibition; Purified L. mesenteroides G6PDH, diaphorase/resazurin coupled fluorescence, 45 min; inhibition, % at 5 µM; hit rate 0.12% among 200,000; AID 1020; in the data active means inhibition above about 50%
FLuc act counter – affects firefly luciferase, flagging false hits in luciferase stimulation screens; P08659; ATPlite luciferase biochemical, luminescence, 10 min; 0 = ATP-free wells, 1 = DMSO control; activation factor at 10 µM; 200,000 tested, under 10 active; AID 1027;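 active means luciferase activation factor, scaled between plate controls, of at least 2 with compound at 10 µM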
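System: Luciferase/luciferin detection reagent, cell-free biochemical luciferase assay | Medium: PBS buffer for ATP | Dosing: Test compounds dosed from 2 mM stocks in 100% DMSO | Timing: 10 min at ambient temperature | Signal: Luminescence measurement of luciferase light output | Evaluation: Luciferase activation, seen as luminescence increase over controls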
APP 5'UTR act – APP 5'UTR luciferase reporter activation; hit rate 1% among 190,000; activation, % at 2 µM; SH-SY5Y APP 5'UTR luciferase reporter, luminescence; zero percent = DMSO vehicle wells;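 active means activation above a set limit, based on mean plus 3 SD of controls, cut at about 140% in these data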; further: values of inactives mirror those of a sister screen read the other way
Starred values were filed as active, the others as inactive.

mol,Efa HMGR inh,Redox H2O2 prof,NF-kB expr up,Hsp70 activator,FLuc inh counter,STAT1 activator,APP 5UTR inh,G6PDH CS,FLuc act counter,APP 5'UTR act
C/C(=N\NC(=O)c1[nH]c2c([N+](=O)[O-])cc(C)cc2c1-c1ccccc1)c1cccnc1,-7,-2.7,0.75,-0.4,-4,97,1,3,1,-1
COc1ccc(Cl)cc1Nc1cc(C)nc2nc(C)nn12,-2,0.3,1.1,0.1,-9,87,-14,11,1.1,14
COc1cc(C2/C(=C(\O)c3cc(C)ccc3C)C(=O)C(=O)N2CCN(C)C)ccc1O (stereo unspecified),-11,-1.4,1.6,-0.1,0,98,0,12,1,0
O=C(CSc1ccccc1)N(c1ccc(Br)cc1)c1nccs1,5,0.1,0.9,-0.5,2,103,-3,-12,1,3
Clc1ccccc1-c1nnc2sc(-c3ccncc3)nn12,-1,-3.6,1.1,-0.3,-2,94,-3,0,1,3
CCOC(=O)c1csc(NC(=O)CCSc2ccccc2)n1,1,0.1,0.99,-0.1,-8,96,-16,-6,1.1,16
CCC(CC)C(=O)c1c[nH]c(C(=O)N2CCN(c3ccc(OC)cc3)CC2)c1,-2,-0.4,1.2,0.0,-2,108,3,4,1,-3
Cc1cc(-c2cccnc2)c(C#N)c(SCc2cccc(F)c2)n1,-1,2.2,1.1,0.1,-3,97,-15,0,1,15
COc1ccc(OCC(O)Cn2c(=N)n(Cc3ccccc3)c3ccccc32)cc1 (stereo unspecified),2,1.9,0.79,-0.1,-10,91,4,-40,1.1,-4
CCN(C(=O)CSc1nnc(-c2ccccc2)o1)c1c(N)n(Cc2ccccc2)c(=O)[nH]c1=O,-6,-0.1,1.3,-0.3,-5,97,-16,6,1,16
COc1ccc(N(C)C(=O)c2cc3c(Cl)nc4ccccc4c3s2)cc1,-9,1.2,0.68,-0.2,-2,96,16,-41,1,-16
CCn1cc(C2=NOC(C(=O)Nc3ccc4c(c3)OCO4)C2)c(C)n1 (stereo unspecified),-2,-0.8,0.86,-0.4,2,93,14,1,1,-14
COc1ccc(N(C(=O)Cn2nnc3ccccc32)C(C(=O)NCc2ccco2)c2ccc(C)o2)cc1 (stereo unspecified),-3,-12,0.85,-0.5,-1,97,-6,7,1,5
COc1ccccc1NC(=O)c1ccc(SCC(=O)NCc2ccccc2Cl)c([N+](=O)[O-])c1,3,-0.2,0.99,-0.4,2,99,16,-16,1,-16
CCN(CC)c1ccc(/C=N/Nc2nc3ccccc3[nH]2)cc1,-5,0.0,0.26,4.1,45,172*,12,1,0.5,-12
CCC(=NC(CC)CO)C1=C(O)CC(C)(C)CC1=O (stereo unspecified),0,0.3,1.1,0.0,-4,93,8,0,1,-8
Oc1ccc(/C=N/NC(=S)NCc2ccco2)cc1,-2,0.8,1.3,-0.3,-8,95,12,6,1.1,-12
CC(=O)C1=C(c2ccccc2)OC(N)=C(C#N)C1c1ccccc1C (stereo unspecified),-3,0.0,1.6,-0.3,2,94,1,18,1,-1
COCCCn1c(SCC(=O)Nc2ccccc2)nnc1-c1ccncc1,-1,0.7,1.3,-0.1,-2,102,3,1,1,-3
COc1cc(C(=O)NCC(=O)OCc2cc(=O)oc3c(C)c(C)ccc23)cc(OC)c1OC,-2,-3.2,1.3,-0.1,-4,91,18,7,1,-18
Cc1ccc(S(=O)(=O)NCCc2nnc3ccc(NCCCOC(C)C)nn23)cc1,2,-1.9,0.91,-0.1,-4,95,0,4,1,0
CCOc1cc2[nH]c(=S)n(CCN3CCC(C)CC3)c(=O)c2cc1OCC,2,1.9,1.1,-0.1,-8,95,-8,5,1.1,8
Cc1cccc(-n2c(SCc3cc(=O)n4ccsc4n3)nc3ccccc32)c1,-2,2.0,0.61,-0.1,-1,106,6,-6,1,-6
c1nc(NCC2(N3CCOCC3)CCCCC2)c2ccsc2n1,0,0.3,1.3,-0.3,-2,96,-12,3,1,12
COc1cc(/C=N/NC(=O)CSc2n[nH]c(=O)[nH]c2=O)cc(OC)c1O,3,0.1,1,0.0,-3,100,-30,7,1,30
Nc1nc(CSc2ccccc2)nc(N2CCCCC2)n1,-6,1.3,2.4,-0.2,-2,142*,-33,8,1,33
CCCCCCCCc1c(O)nc(-n2[nH]c(C)c(CCO)c2=O)[nH]c1=O,0,0.2,1.1,-0.1,4,102,10,10,1,-10
O=S(=O)(/N=C(/c1ccccc1)N1CCCCC1)c1ccccc1,0,-0.3,1.4,-0.3,-2,105,2,12,1,-2
CC(=O)NS(=O)(=O)c1cccnc1Nc1ccc(Cl)c(Cl)c1,0,0.1,1,0.2,0,100,-5,6,1,5
CCn1ncc(Br)c1C(=O)Nc1cc([N+](=O)[O-])ccc1C,-2,-0.9,1.5,-0.3,-8,103,5,15,1.1,-5

(more compounds)
Below each compound: Efa HMGR inh | Redox H2O2 prof | NF-kB expr up | Hsp70 activator | FLuc inh counter | STAT1 activator | APP 5UTR inh | G6PDH CS | FLuc act counter | APP 5'UTR act
> CN1CCN(S(=O)(=O)c2ccc(NC(=O)C3CCCO3)cc2)CC1 (stereo unspecified)
 : -2 | 0.2 | 1.1 | -0.3 | -4 | 100 | -4 | -4 | 1 | 4
> CCOC(=O)c1c(CN2CCCCC2)oc2ccc(O)cc12
 : 0 | 3.5 | 0.81 | -0.6 | -5 | 97 | 3 | 7 | 1 | -3
> N/C(=N\OC(=O)C(c1ccccc1)c1ccccc1)c1cccnc1
 : -1 | 1.3 | 0.88 | -0.3 | 1 | 102 | 8 | 1 | 1 | -8
> CCN(CC)c1ccc(C(=O)OCC(=O)N(C(C)C)C(C)C)cc1
 : 8 | -2.0 | 1.5 | -0.1 | -8 | 101 | -18 | 9 | 1.1 | 18
> CC(=O)c1cccc(NC(=O)c2ccc(Br)o2)c1
 : -1 | -0.5 | 0.71 | -0.3 | 9 | 102 | -15 | -1 | 0.9 | 15
> CC(C)NCc1c(O)c(Br)cc2oc3c(c12)CCCC3
 : -1 | 2.3 | 1.2 | -0.2 | -11 | 92 | 6 | 2 | 1.1 | -6
> Cc1cc2cc(CNC(=O)c3ccc(S(=O)(=O)N4CCCC4)cc3)ccc2n1C
 : -7 | -1.2 | 1.1 | 0.2 | -4 | 108 | -14 | -12 | 1 | 14
> Cc1ccc(S(=O)(=O)N2CCOCC2)cc1C(=O)N1CCOCC1
 : -3 | -0.2 | 0.94 | -0.1 | -5 | 99 | 7 | 4 | 1 | -7
> CC(C)=CCCC1=CCC2C(=O)NNC(=O)C2C1 (stereo unspecified)
 : 1 | 0.0 | 1.2 | 0.2 | -6 | 98 | -8 | 17 | 1.1 | 8
> Cc1ccc(S(=O)(=O)N2Cc3ccccc3CC2C(=O)Nn2cnnc2)cc1 (stereo unspecified)
 : -2 | -0.6 | 1.2 | -0.1 | -6 | 100 | 2 | 3 | 1.1 | -2
> O=C(NCc1cccnc1)C1COc2ccccc2O1 (stereo unspecified)
 : -3 | 1.4 | 1 | -0.3 | -10 | 109 | -1 | 15 | 1.1 | 1
> COc1cc(-c2nc3n(n2)C(c2ccc(F)cc2)C2=C(CCCC2=O)N3)cc(OC)c1OC (stereo unspecified)
 : -5 | 0.0 | 0.77 | -0.1 | -5 | 87 | 4 | -1 | 1 | -4
> O=C(CSc1nc2ncc(Cl)cc2[nH]1)NCCc1ccc(F)cc1
 : -3 | -0.2 | 0.83 | -0.2 | -3 | 94 | 4 | 5 | 1 | -4
> CN(C)c1ccc(/C=N/O)cc1
 : -3 | -1.4 | 1.3 | -0.2 | 10 | 105 | -3 | 10 | 0.9 | 3
> Cc1cccc2cc(CNCC3CCCO3)c(Cl)nc12 (stereo unspecified)
 : -3 | -1.7 | 1.2 | -0.1 | -4 | 99 | 5 | 17 | 1 | -5
> Cc1cccn2c(=O)c(C=NCc3ccccc3)c(NCCO)nc12
 : 2 | 0.0 | 1.2 | -0.3 | -3 | 98 | -6 | 0 | 1 | 6
> COc1ccc(CCNC(=O)c2ccc(-c3ccc([N+](=O)[O-])cc3Cl)o2)cc1OC
 : -8 | 0.6 | 0.57 | -0.2 | -5 | 95 | 12 | 12 | 1 | -12
> CSCCC(NS(=O)(=O)c1ccc(C)cc1)C(=O)NC1CCCCC1 (stereo unspecified)
 : 1 | -0.5 | 0.97 | -0.4 | -5 | 102 | -9 | 9 | 1 | 9
> O=C(Cn1nc(-c2ccccc2)c2ccccc2c1=O)Nc1ccc2c(c1)nc1n2CCOC1
 : 0 | 0.2 | 0.92 | -0.2 | -6 | 107 | -4 | 3 | 1.1 | 4
> O=[N+]([O-])c1cccc(Cl)c1NCCNS(=O)(=O)c1ccc(Cl)cc1
 : -1 | 8.8 | 0.92 | -0.3 | -5 | 101 | -9 | -3 | 1.1 | 9

Next part
Below each compound: Efa HMGR inh | Redox H2O2 prof | NF-kB expr up | Hsp70 activator | FLuc inh counter | STAT1 activator | APP 5UTR inh | G6PDH CS | FLuc act counter | APP 5'UTR act
> CC1CCCCC1NC1=NCCS1 (stereo unspecified)
 : 3 | 0.1 | 1.1 | 0.8 | -1 | 104 | -16 | 0 | 1 | 16
> CCc1ccc(N(CC(=O)Nc2ccccc2C(=O)N2CCOCC2)S(C)(=O)=O)cc1
 : 5 | 0.2 | 0.97 | 0.0 | 2 | 106 | -3 | 9 | 1 | 3
> CCOC(=O)N1CCN(C(=O)c2ccc(CS(=O)(=O)c3ccc(OC)cc3)o2)CC1
 : 0 | 0.0 | 1.1 | -0.5 | -8 | 104 | 2 | 4 | 1.1 | -2
> CC1CCCC(NC(=O)COC(=O)Cc2ccsc2)C1C (stereo unspecified)
 : -3 | 0.0 | 1.2 | 0.0 | -4 | 98 | -3 | 6 | 1 | 3
> COc1ccccc1NC(=O)C1(C)Cc2ccccc2C(=O)O1 (stereo unspecified)
 : 1 | 0.0 | 1.1 | -0.1 | -3 | 102 | 0 | -2 | 1 | 0
> C1=C(CCNc2nnnn2-c2ccccc2)CCCC1
 : 2 | -0.6 | 0.93 | -0.4 | -7 | 94 | -2 | -3 | 1.1 | 3
> COc1ccc(CN(CC(=O)NCC2CCCO2)C(=O)CCC(=O)Nc2cc(C)ccn2)cc1 (stereo unspecified)
 : 4 | 4.0 | 1.2 | 0.0 | -2 | 98 | -5 | -2 | 1 | 5

5 records drawn at random from those above:
Below each compound: Efa HMGR inh | Redox H2O2 prof | NF-kB expr up | Hsp70 activator | FLuc inh counter | STAT1 activator | APP 5UTR inh | G6PDH CS | FLuc act counter | APP 5'UTR act
> CCOC(=O)N1CCN(C(=O)c2ccc(CS(=O)(=O)c3ccc(OC)cc3)o2)CC1
 : 0 | 0.0 | 1.1 | -0.5 | -8 | 104 | 2 | 4 | 1.1 | -2
> CC1CCCCC1NC1=NCCS1 (stereo unspecified)
 : 3 | 0.1 | 1.1 | 0.8 | -1 | 104 | -16 | 0 | 1 | 16
> CCc1ccc(N(CC(=O)Nc2ccccc2C(=O)N2CCOCC2)S(C)(=O)=O)cc1
 : 5 | 0.2 | 0.97 | 0.0 | 2 | 106 | -3 | 9 | 1 | 3
> COc1ccc(CN(CC(=O)NCC2CCCO2)C(=O)CCC(=O)Nc2cc(C)ccn2)cc1 (stereo unspecified)
 : 4 | 4.0 | 1.2 | 0.0 | -2 | 98 | -5 | -2 | 1 | 5
> COc1ccccc1NC(=O)C1(C)Cc2ccccc2C(=O)O1 (stereo unspecified)
 : 1 | 0.0 | 1.1 | -0.1 | -3 | 102 | 0 | -2 | 1 | 0

Assay outcomes from PubChem BioAssay.
